# M4 ag: agonists of human muscarinic M4 receptor (CHRM4); P08173; CHO-K1 hM4/Gqi5, Fluo-8 calcium fluorescence; vehicle 0%, full acetylcholine response 100%; activation, % at 3 µM; 360,000 compounds, 0.14% hits; AID 624127;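 active means activation above the run mean over all test wells plus 3 SD, cut at about 32% in these data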;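 further: peak over basal fluorescence ratio per well then scaled between controls; 0% = DMSO wells and 100% = acetylcholine at EC100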
# TAAR1 agonist: human TAAR1 agonism | CHO RD-HGA16 TAAR1, Fluo-8 calcium fluorescence; vehicle wells 0%, saturating PEA agonist 100% | activation, % at 3 µM | 360,000 compounds, 0.99% hits;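 active means activation above the mean activation of all test compounds in the run plus 3 SD, cut at about 38% in these data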
#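 Assay system – CHO-derived RD-HGA16 cells with stable Gα16 and human TAAR1 · Compound dosing – one-point dosing at 3 µM (nominal) · Incubation – 17-24 h seeding, 75 min 37 °C dye, 30 min RT · Measured by – kinetic Fluo-8 calcium fluorescence · Control set – DMSO vehicle as 0%, PEA at EC100 as 100% · Repeats – single well for each compound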
# M1 ag: agonists of human M1 muscarinic receptor. P11229. CHO-K1 hM1, Fluo-8 calcium fluorescence, agonist mode; 0% DMSO, 100% acetylcholine EC100. activation, % at 3 µM. 360,000 compounds, 0.33% hits;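 active means activation above the run's mean compound activation plus 3 SD, cut at about 16% in these data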;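 further: peak over basal fluorescence ratio within a 140 s kinetic read after compound addition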
# Target sequence (P11229 whole entry, looked up): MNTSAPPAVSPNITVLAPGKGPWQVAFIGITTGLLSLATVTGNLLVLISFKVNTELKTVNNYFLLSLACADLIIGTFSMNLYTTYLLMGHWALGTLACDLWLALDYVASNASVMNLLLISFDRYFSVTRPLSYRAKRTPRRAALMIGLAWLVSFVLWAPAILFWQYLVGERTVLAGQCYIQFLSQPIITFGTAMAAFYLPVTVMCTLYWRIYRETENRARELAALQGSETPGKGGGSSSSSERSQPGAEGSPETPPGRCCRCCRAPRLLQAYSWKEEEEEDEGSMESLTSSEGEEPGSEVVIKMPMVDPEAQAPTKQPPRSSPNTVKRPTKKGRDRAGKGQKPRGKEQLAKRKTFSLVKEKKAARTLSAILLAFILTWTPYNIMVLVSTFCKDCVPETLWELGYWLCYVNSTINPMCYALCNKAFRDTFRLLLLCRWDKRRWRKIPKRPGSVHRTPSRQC
# CHRM4 antagonist: blocks acetylcholine activation of human M4 receptor; CHO-hM4 cells, ACh EC80, Fluo-8 calcium fluorescence; 360,000 compounds, 0.73% hits; P08173; inhibition, % at 3 µM;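 active means inhibition above its plate's cutoff, the mean inhibition of sample wells plus 3 SD, cut at about 27% in these data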;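 further: 0% = acetylcholine EC80 with DMSO and 100% = DMSO without agonist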
# M1 PAM: human CHRM1 positive allosteric modulation; P11229; CHO-K1 hM1, Fluo-8 calcium fluorescence, ACh EC20; 0% = ACh EC20, 100% = maximal ACh; activation, % at 3 µM; 360,000 compounds, 0.088% hits; AID 588819; in the data active means activation above about 19%, passing the limit was not always enough
# M1 antag: human CHRM1 antagonism | P11229 | CHO-K1 hM1, Fluo-8 calcium fluorescence, ACh EC80 antagonist | inhibition, % at 3 µM | 360,000 compounds, 1.3% hits | AID 588852;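 active means percent inhibition above its own plate's cutoff, namely the mean of that plate's compound wells plus 3 SD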;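 further: peak over basal fluorescence ratio during 140 s after agonist addition; 0% = ACh EC80 plus DMSO and 100% = DMSO alone without agonist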
# CHRM5 agonist: CHRM5 agonism in calcium assay; P08912; CHO-K1 hM5 cells, Fluo-8 calcium fluorescence; 0% DMSO wells, 100% maximal acetylcholine response; activation, % at 3 µM; 360,000 compounds, 0.19% hits; AID 624037;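 active means activation above the run's mean over test compounds plus 3 SD, cut at about 23% in these data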;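 further: signal is peak over basal fluorescence ratio across the kinetic read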
# Target sequence (P08912 whole entry, looked up): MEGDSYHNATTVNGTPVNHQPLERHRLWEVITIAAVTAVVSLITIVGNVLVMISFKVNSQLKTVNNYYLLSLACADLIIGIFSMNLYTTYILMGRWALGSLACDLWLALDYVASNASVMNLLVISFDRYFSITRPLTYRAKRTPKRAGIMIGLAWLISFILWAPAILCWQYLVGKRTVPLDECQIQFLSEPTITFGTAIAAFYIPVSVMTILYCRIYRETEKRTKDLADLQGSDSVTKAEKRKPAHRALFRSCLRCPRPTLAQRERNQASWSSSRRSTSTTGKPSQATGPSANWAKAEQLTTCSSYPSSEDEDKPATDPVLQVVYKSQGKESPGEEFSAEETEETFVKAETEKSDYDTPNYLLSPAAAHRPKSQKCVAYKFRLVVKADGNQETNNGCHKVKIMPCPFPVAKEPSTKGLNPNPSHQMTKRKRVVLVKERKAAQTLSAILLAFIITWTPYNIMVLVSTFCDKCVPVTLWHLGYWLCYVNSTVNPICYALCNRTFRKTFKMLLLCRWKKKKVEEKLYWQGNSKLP
# CHRM5 antagonist: blocks acetylcholine activation of human M5 receptor | 360,000 compounds, 0.59% hits | inhibition, % at 3 µM | CHO-hM5 cells, Fluo-8 calcium fluorescence, ACh EC80;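 active means inhibition above a per-plate cutoff, the mean of that plate's test compounds plus 3 SD, cut at about 27% in these data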;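 further: 0% = acetylcholine EC80 with DMSO and 100% = DMSO without agonist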
# M5 PAM: positive allosteric modulators of human muscarinic M5 receptor. CHO-K1 hM5, Fluo-8 calcium, ACh EC20 PAM; 0% = ACh EC20, 100% = ACh EC100. 360,000 compounds, 0.3% hits. activation, % at 3 µM. AID 624038;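 active means activation above the run cutoff, the mean activation of all test compounds plus 3 SD, cut at about 18% in these data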
#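 System: CHO-K1 cell line with stable human muscarinic M5 receptor expression | Also added: EC20 acetylcholine as agonist stimulus | Compound: One concentration, 3 µM final (nominal) | Timing: Fluo-8 loading 80 min at 37 °C plus 30 min room temperature | Measured by: Fluo-8 calcium dye fluorescence, kinetic read | Read-out basis: % activation, ACh-normalized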
# * hit, by the source's call; x = not tested or not shown; & = joins results of further samples. These rows are one share of the data. The share of hits here may be higher or lower than overall.
SMILES,M4 ag,TAAR1 agonist,M1 ag,CHRM4 antagonist,M1 PAM,M1 antag,CHRM5 agonist,CHRM5 antagonist,M5 PAM
Cc1cccc(NC(=S)N(CCN(C)C)C(C)c2ccccn2)c1 (stereo unspecified),1,7,-7,-13,0,6,-5,-3,1
Cc1cc(C(=O)COC(=O)Cc2n[nH]c(=O)c3ccccc23)c(C)n1-c1ccc2c(c1)OCCO2,9,3,-6,-4,-5,-1,-6,16,-9
CC(O)(c1cccnc1)c1nc(/C=C/c2ccccc2)cs1 (stereo unspecified),11,1,2,-10,-7,2,4,0,-2
CC(C)CCNC(=O)C1CCCCN1S(=O)(=O)c1ccc(F)cc1 (stereo unspecified),0,1,-6,15,6,-9,0,7,-5
O=C1OC(/C(=C\NCc2ccccc2)[N+](=O)[O-])c2ccccc21 (stereo unspecified),1,0,-3,0,3,1,-2,-10,3
CCN1CCN(c2ccc(S(=O)(=O)N3CCOCC3)cc2NC(=O)c2ccc(Cl)s2)CC1,1,6,-6,-7,8,-7,1,12,0
CCOC(CNC(=O)CN1C(=O)COc2ccc(S(=O)(=O)N3CC(C)CC(C)C3)cc21)OCC (stereo unspecified),2,-1,-5,4,5,-13,1,5,-8
CC(C)OCCc1cccc[n+]1[O-],0,x,0,2,-2,5,1,4,0
O=C(NCc1ccccc1)C(=O)NCC1OCCCN1S(=O)(=O)c1cccs1 (stereo unspecified),1,6,-2,5,12,-13,-2,2,-3
CSCCC(NC(=O)c1ccc([N+](=O)[O-])cc1Cl)C(=O)OC1CCCCC1=O (stereo unspecified),2,1,-3,9,2,1,-3,-3,-6
Cc1cc(O)c(C(=O)/C=C/c2ccc(C(C)C)cc2)c(=O)o1,0,1,1,-5,9,-15,-3,4,-2
CCOC(=O)c1sc(NC(=O)c2sccc2C)cc1C,-2,-4,-4,10,8,-4,-8,-2,1
COc1ccccc1NC(=O)C(=O)N/N=C/c1ccc([N+](=O)[O-])s1,1,6,-5,-5,0,3,1,1,-1
Cc1cc(C(=O)NN=C2CCCC2)c2ccccc2n1,1,-1,-4,6,15,-16,-4,-6,2
COc1cc(/C=N/NC(=O)CCN2CCN(C)CC2)cc2c1OCO2,1,1,-3,1,3,2,2,-12,4
CCOCCC(=O)Nc1ccc2c(c1)c(=O)n(C)n2-c1ccc2ccccc2c1,2,2,-4,-5,5,-6,0,-5,3
Cc1ccc(C2NC(=O)NC(O)(C(F)(F)F)C2C(=O)c2ccccc2)o1 (stereo unspecified),0,5,-9,2,-1,1,-3,-7,-4
Cc1cc(C(=O)Nc2ncc(C)s2)c2ccccc2n1,2,7,-4,-4,10,-9,2,3,1
COc1ccc(CCN2C(=O)NC(NS(=O)(=O)c3ccccc3)(C(F)(F)F)C2=O)cc1OC (stereo unspecified),1,0,-5,-10,4,-4,-4,-4,4
COC(=O)CNC(=O)c1ccccc1,1,0,-3,-5,-12,24,2,4,1
COc1ccc(N=C(C)c2sc3ccccc3c2O)cc1,1,2,-3,-1,4,-2,1,12,-1
c1ccc(CCC2=NCCn3cccc32)cc1,1&3,3&3,-6&-2,4&-1,11&-9,-15&9,-9&-5,-6&-7,10&4
CC(=O)c1ccc(N2CCN(C(=O)c3cc4c(s3)CCCC4)CC2)cc1,7,-1,-6,5,-13,17,-5,8,-16
Cc1cc(C)n2nc(C(=O)OCC(=O)Nc3ccc(C)c(F)c3)nc2n1,1,0,-2,-11,6,-2,1,3,-1
CC1(C(=O)NS(=O)(=O)c2ccccc2Cl)CCN1C(=O)CCc1ccc(Cl)cc1Cl (stereo unspecified),0,5,-1,-14,11,-7,-1,1,0
COc1cccc(-c2cnc3c(NC(C)=O)cc(-c4ccsc4)cn23)c1,13,6,0,19,-9,17,1,15,-11
O=C1OCc2cccc([N+](=O)[O-])c21,0,1,-4,-7,6,-18,-1,-6,1
COc1cccc(C(=O)Cn2c(=N)n(C)c3ccccc32)c1,0,1,-5,7,-6,13,-6,4,-5
Cc1ccccc1NS(=O)(=O)c1ccc(OCC(=O)N2CCCCC2)cc1,9,8,1,-17,8,-10,9,-3,-9
COc1cc(NC(=O)c2ccccc2)c(OC)cc1NC(C)=O,1,1,-3,-5,7,-5,-7,-2,9
COc1cccc(CN2CCc3ccc(NC(=O)CCc4ccc(C)cc4)cc3C2)c1O,24,1,1,18,-15,38*,3,2,-15
NS(=O)(=O)c1ccc(CCNC(=O)CNC(=O)COc2ccccc2)cc1,1,0,1,8,15,-12,0,2,-1
O=C1CN(S(=O)(=O)c2cccc(Cl)c2Cl)CCN1,1,1,-5,-3,6,-12,1,0,2
CCc1nnc(NC(=O)CSc2nc3cccnc3n2Cc2ccccc2)s1,0,5,-2,7,0,-1,-2,-2,6
CCCCn1c(=O)c(C(=O)OCC)c(O)c2ccccc21,-1,3,0,-4,1,5,1,0,-7
NC(=O)CNC(=O)c1cccc(Cl)c1,2,0,-1,8,6,-10,0,4,-6
Cc1ccc(C2Nc3cccc4cccc(c34)N2)cc1,-1,-2,0,7,7,-9,2,5,0
Cn1cc(C(=O)c2cccc(Cl)c2)cc1C#N,6,3,0,6,8,5,-2,-3,1
O=C(NCCCn1ccnc1)C(=O)NCC(c1cccnc1)N1CCN(c2ccc(F)cc2)CC1 (stereo unspecified),3,x,-11,1,6,-7,1,0,-2
FC(F)(F)c1cnc(Oc2ccccc2-c2nnco2)c(Cl)c1,-1,3,-2,11,0,6,-3,-2,0
O=C1CCCN1CCCNS(=O)(=O)c1ccc(Br)cc1,1,0,-7,3,12,-8,-1,-4,-6
Cc1ccc(N2C(=O)[C@@H]3[C@H](C2=O)C2c4ccccc4C=CN2[C@@H]3C(=O)c2ccco2)c(C)c1 (stereo partly specified),4,14,8,-5,12,-23,3,-2,4
Cc1cc(Cl)ccc1OCC(=O)NC(=S)Nc1ccccc1N1CCOCC1,0,6,-7,1,4,-12,0,-2,2
O=C(Nc1ccccc1C(=O)NCc1cccnc1)c1ccco1,1,0,-3,-1,5,-17,0,-3,3
CC(=O)N1c2ccc(S(=O)(=O)NCCC(=O)NCc3ccc(N(C)C)cc3)cc2CC1C (stereo unspecified),1,1,-2,7,14,-18,-4,2,3

# A draw from above in order of number of heavy atoms, descending:
SMILES,M4 ag,TAAR1 agonist,M1 ag,CHRM4 antagonist,M1 PAM,M1 antag,CHRM5 agonist,CHRM5 antagonist,M5 PAM
Cc1ccc(N2C(=O)[C@@H]3[C@H](C2=O)C2c4ccccc4C=CN2[C@@H]3C(=O)c2ccco2)c(C)c1 (stereo partly specified),4,14,8,-5,12,-23,3,-2,4
NS(=O)(=O)c1ccc(CCNC(=O)CNC(=O)COc2ccccc2)cc1,1,0,1,8,15,-12,0,2,-1
CCCCn1c(=O)c(C(=O)OCC)c(O)c2ccccc21,-1,3,0,-4,1,5,1,0,-7
O=C1CCCN1CCCNS(=O)(=O)c1ccc(Br)cc1,1,0,-7,3,12,-8,-1,-4,-6

# (list continues)
SMILES,M4 ag,TAAR1 agonist,M1 ag,CHRM4 antagonist,M1 PAM,M1 antag,CHRM5 agonist,CHRM5 antagonist,M5 PAM
CCCCCN(C(=O)CCC(=O)OCC(=O)N1C(C)CCCC1C)c1c(N)n(CCCC)c(=O)[nH]c1=O (stereo unspecified),0,1,-2,8,7,-18,-3,-11,10
Cc1nc2c([nH]c3ccccc32)c(=O)n1N,0,3,-6,1,-1,-4,-1,14,-3
CCN(CC)Cc1c(C(=O)OC)nnn1-c1nonc1N,1,1,-2,-2,6,-11,0,8,4
O=C(c1ccc2c(c1)OCO2)[C@@H]1[C@@H]2C(=O)N(C3CCCCC3)C(=O)[C@@H]2C2c3ccccc3C=CN21 (stereo partly specified),11,9,-3,-7,2,-2,0,13,-11
N#C/C(=C\c1cccs1)C(=O)NCc1ccccc1,0,11,-4,-4,0,-1,-1,-5,2
CCOC(=O)c1ccc(NC(=O)c2ccc3c(c2)C(=O)N(CC2CCCO2)C3=O)cc1 (stereo unspecified),10,12,2,3,0,-3,3,-5,-4
Nc1ccc2nc(SCC(=O)c3ccccc3)sc2c1,3,4,-1,-5,16,-27,7,8,-6
CC(C)CNC(=O)C(=O)NCC1OCCCN1S(=O)(=O)c1cccs1 (stereo unspecified),1,3,-1,-6,10,-10,-1,-12,7
COc1ccc(OC)c(CNn2c(-c3cccc(C)c3)nc3ccccc3c2=O)c1,11,12,-3,-5,3,-21,0,3,-6
C/C(N)=C(/C#N)C(=O)COC(=O)c1ccc(OCC2CCCO2)cc1 (stereo unspecified),4,9,0,9,-4,-2,1,6,-3
Cc1ccc(CNC(=O)C(Cc2ccccc2)NS(=O)(=O)c2cccs2)cc1 (stereo unspecified),2,5,-5,-5,6,-4,1,12,-4
CC(C)COP(=O)(OCC(C)C)C(O)c1ccccc1F (stereo unspecified),0,8,0,6,12,-13,-1,-1,-1
CCCCN(C(=O)CCC(=O)Nc1cc(C)on1)C(C(=O)NC1CCCC1)c1ccc(F)cc1 (stereo unspecified),1,-4,2,-3,20,-17,-1,-13,20*
Cc1ccc(NCCC(=O)c2ccc(Cl)cc2)cc1C,0,2,-6,2,0,-2,0,7,-5
Cn1c(SCC(N)=O)nnc1-c1ccc(S(=O)(=O)N2CCCC2)cc1,2,15,-7,-4,3,-2,-4,10,-2
COC(=O)[C@@]1(Cc2ccc(F)cc2)[C@H]2c3cc(C(=O)N(C)C)n(Cc4ccc(S(C)(=O)=O)cc4)c3C[C@H]2CN1C(=O)c1ccccc1,4,2,x,-1,x,x,-1,2,-3
O=C(CCc1nc2ccccc2c(=O)[nH]1)Nc1ccccc1N1CCCCC1,4,-1,-4,1,10,-9,-1,-6,4
C/C(=N/NC(=O)C1CC1(c1ccccc1)c1ccccc1)c1ccco1 (stereo unspecified),-1,6,-3,9,0,-1,0,2,-1
C=CCOc1ccc(/C(CC)=N/O)cc1OC,0,8,-4,-2,2,4,-6,-3,-3
COc1ccc(/C=C2\SC(=S)N(C(C(=O)O)c3ccccc3)C2=O)c(OC)c1 (stereo unspecified),-1,-1,-4,0,-2,2,-4,2,5
C=CCN(c1ccccc1)S(=O)(=O)c1cccc(C(=O)N(CC)CC(=O)Nc2c(F)cccc2F)c1,5,0,-1,0,10,-8,0,12,-5
O=C1CC2(CCN(C(=O)COc3ccccc3)CC2)Oc2ccccc21,4,3,-4,-7,4,0,0,2,4
c1ccc2oc(-c3[nH]ncc3CN3CCC(N4CCSCC4)CC3)cc2c1,3,3,-10,1,10,-2,-4,3,-3
CCOc1ccc(-c2nnc(SCC(=O)O)n2Cc2ccccc2)cc1,-1,1,2,-3,9,-6,-1,5,0
O=C(NCc1ccncc1)c1cc2ccccc2nc1Cl,1,2,-2,3,14,-12,-1,2,14
O=C1CN(S(=O)(=O)c2cc(Br)ccc2Br)CCN1,0,2,-2,3,7,-5,-3,6,-3
COCCCNC(=O)/C(C#N)=C/c1ccc(OCC(=O)O)c(OC)c1,1,0,-5,-1,14,-14,0,0,1
COc1ccc(C(N)c2csc(NC(=O)Nc3cccc(C(F)(F)F)c3)n2)cc1 (stereo unspecified),19,51*,6,21,-2,4,4,9,-2

# High-throughput results: PubChem BioAssay, The Scripps Research Institute Molecular Screening Center
